# High-throughput results from PubChem BioAssay.
# CHRM5 agonist: CHRM5 agonism in calcium assay; P08912; CHO-K1 hM5 cells, Fluo-8 calcium fluorescence; 0% DMSO wells, 100% maximal acetylcholine response; activation, % at 3 µM; 360,000 compounds, 0.19% hits;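 active = activation above the run's mean over test compounds plus 3 SD, cut at about 23% in these data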;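 also: signal is peak over basal fluorescence ratio across the kinetic read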
# CHRM5 antagonist: antagonists of human muscarinic M5 receptor (CHRM5). CHO-hM5 cells, Fluo-8 calcium fluorescence, ACh EC80. inhibition, % at 3 µM. 360,000 compounds, 0.59% hits. P08912;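 active = inhibition above a per-plate cutoff, the mean of that plate's test compounds plus 3 SD, cut at about 27% in these data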;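 also: 0% = acetylcholine EC80 with DMSO and 100% = DMSO without agonist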
# CHRM1 antagonist: antagonists of human M1 muscarinic receptor; P11229; CHO-K1 hM1, Fluo-8 calcium fluorescence, ACh EC80 antagonist; inhibition, % at 3 µM; 360,000 compounds, 1.3% hits; AID 588852;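 active = percent inhibition above its own plate's cutoff, namely the mean of that plate's compound wells plus 3 SD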;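 also: peak over basal fluorescence ratio during 140 s after agonist addition; 0% = ACh EC80 plus DMSO and 100% = DMSO alone without agonist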
# M4 ag: CHRM4 agonism in calcium assay. P08173. CHO-K1 hM4/Gqi5, Fluo-8 calcium fluorescence; vehicle 0%, full acetylcholine response 100%. activation, % at 3 µM. 360,000 compounds, 0.14% hits;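 active = activation above the run mean over all test wells plus 3 SD, cut at about 32% in these data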;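 also: peak over basal fluorescence ratio per well then scaled between controls; 0% = DMSO wells and 100% = acetylcholine at EC100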
# Target sequence (P08173 whole entry, looked up): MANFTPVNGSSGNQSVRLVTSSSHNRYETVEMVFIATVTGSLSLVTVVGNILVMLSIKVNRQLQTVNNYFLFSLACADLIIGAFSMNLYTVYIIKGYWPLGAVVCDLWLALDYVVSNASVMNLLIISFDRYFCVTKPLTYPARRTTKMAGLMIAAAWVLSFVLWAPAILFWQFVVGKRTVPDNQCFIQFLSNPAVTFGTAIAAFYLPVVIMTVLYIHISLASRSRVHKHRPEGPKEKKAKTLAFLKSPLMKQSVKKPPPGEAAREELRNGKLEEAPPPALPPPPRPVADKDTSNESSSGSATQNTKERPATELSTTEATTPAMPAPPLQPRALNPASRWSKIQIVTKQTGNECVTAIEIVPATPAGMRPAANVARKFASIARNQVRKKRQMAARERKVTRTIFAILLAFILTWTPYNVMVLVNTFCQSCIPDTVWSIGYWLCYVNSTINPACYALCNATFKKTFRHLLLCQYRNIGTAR
# M1 PAM: human CHRM1 positive allosteric modulation; P11229; CHO-K1 hM1, Fluo-8 calcium fluorescence, ACh EC20; 0% = ACh EC20, 100% = maximal ACh; activation, % at 3 µM; 360,000 compounds, 0.088% hits; AID 588819; in the data active = activation above about 19%, passing the limit was not always enough
# CHRM1 agonist: agonists of human M1 muscarinic receptor | AID 588814 | CHO-K1 hM1, Fluo-8 calcium fluorescence, agonist mode; 0% DMSO, 100% acetylcholine EC100 | activation, % at 3 µM | P11229 | 360,000 compounds, 0.33% hits;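 active = activation above the run's mean compound activation plus 3 SD, cut at about 16% in these data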;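 also: peak over basal fluorescence ratio within a 140 s kinetic read after compound addition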
# M4 antag: antagonists of human muscarinic M4 receptor (CHRM4). inhibition, % at 3 µM. CHO-hM4 cells, ACh EC80, Fluo-8 calcium fluorescence. 360,000 compounds, 0.73% hits. AID 624125;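 active = inhibition above its plate's cutoff, the mean inhibition of sample wells plus 3 SD, cut at about 27% in these data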;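 also: 0% = acetylcholine EC80 with DMSO and 100% = DMSO without agonist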
# M5 PAM: potentiates acetylcholine response at human M5 receptor; CHO-K1 hM5, Fluo-8 calcium, ACh EC20 PAM; 0% = ACh EC20, 100% = ACh EC100; 360,000 compounds, 0.3% hits; activation, % at 3 µM; AID 624038;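 active = activation above the run cutoff, the mean activation of all test compounds plus 3 SD, cut at about 18% in these data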
#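 Replicates: One well per compound, no replicates | System: Human M5 receptor in CHO-K1 cells | Benchmarks: Low control EC20 acetylcholine (0%), high control EC100 acetylcholine (100%) | Probe or stimulus: Acetylcholine, EC20 level | Times: Fluo-8 loading 80 min at 37 °C plus 30 min room temperature | Signal: Intracellular calcium via Fluo-8 fluorescence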
# TAAR1 agonist: agonists of human TAAR1. CHO RD-HGA16 TAAR1, Fluo-8 calcium fluorescence; vehicle wells 0%, saturating PEA agonist 100%. activation, % at 3 µM. 360,000 compounds, 0.99% hits;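 active = activation above the mean activation of all test compounds in the run plus 3 SD, cut at about 38% in these data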
# Target sequence (Q96RJ0 whole entry, looked up): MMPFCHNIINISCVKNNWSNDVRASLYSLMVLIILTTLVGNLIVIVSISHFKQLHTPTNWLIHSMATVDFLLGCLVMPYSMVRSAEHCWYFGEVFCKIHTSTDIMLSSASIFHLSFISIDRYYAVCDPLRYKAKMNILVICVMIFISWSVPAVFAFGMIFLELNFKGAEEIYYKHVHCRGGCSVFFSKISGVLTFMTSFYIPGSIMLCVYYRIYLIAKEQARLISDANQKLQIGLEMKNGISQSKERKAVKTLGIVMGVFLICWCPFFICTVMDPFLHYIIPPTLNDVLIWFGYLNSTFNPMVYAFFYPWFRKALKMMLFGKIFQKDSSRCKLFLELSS
#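 Assay system: CHO-derived RD-HGA16 cells with stable Gα16 and human TAAR1; timing: 17-24 h seeding, 75 min 37 °C dye, 30 min RT; read-out: % activation from peak over basal fluorescence ratio, DMSO-to-PEA scaled; measured by: kinetic Fluo-8 calcium fluorescence; benchmarks: low control DMSO, high control PEA (EC100); doses: 3 µM single concentration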
# Starred values were filed as active, the others as inactive; . = no result given. A portion of the library. The share of hits here may be higher or lower than overall.
molecule,CHRM5 agonist,CHRM5 antagonist,CHRM1 antagonist,M4 ag,M1 PAM,CHRM1 agonist,M4 antag,M5 PAM,TAAR1 agonist
COc1ccc(-n2c(NN)nc3sc4c(c3c2=O)CCCC4)cc1,-4,17,8,12,-7,-4,-2,-13,0
CCN(CC)S(=O)(=O)c1cccc(-c2nnc(SCC(=O)N3CCC(C(=O)O)CC3)n2N)c1,-2,-11,-9,1,16,-5,-2,7,-1
CN(CCOc1ccccc1)C(=O)C1CCC(=O)N(CCCN2CCCC2=O)C1 (stereo unspecified),-1,1,2,1,4,-5,0,3,2
CS(=O)(=O)c1ccc(C(=O)OCC(=O)NC(=O)C2COc3ccccc3O2)cc1[N+](=O)[O-] (stereo unspecified),2,13,-24,0,9,0,-14,-14,11
CC(C)C[C@H](NC(=O)c1nc[nH]c1C(=O)NCC(=O)OCc1ccccc1)C(=O)OC(C)(C)C,-4,10,5,2,-1,-6,-11,-2,4
CCOC(=O)c1cnc2c(-c3cccc(Br)c3)cnn2c1C,0,2,1,0,1,-2,4,0,0
COc1ccc(-c2csc(N3N=C(C)C(C)C3=O)n2)cc1 (stereo unspecified),-1,1,-2,1,3,-3,-4,3,0
Cc1ccccc1-n1ncc2c(SCC(=O)NCc3cccs3)ncnc21,-1,-1,4,3,-1,-2,-3,0,6
O=[N+]([O-])c1cc(C(F)(F)F)ccc1NCC1CCCO1 (stereo unspecified),2,-11,-1,1,0,-3,-13,2,0
O=C(NCCc1ccccc1)C1CC1,-4,-7,-11,0,12,-5,-6,4,20
CC(=O)NC(CCS(C)(=O)=O)C(=O)N1CCc2ccccc21 (stereo unspecified),3,-1,-25,0,-1,-2,-2,-3,16
COC(=O)C(NC(=O)CCc1c(C)nc2c(c(C)nn2-c2ccccc2)c1C)C(C)C (stereo unspecified),-1,10,-11,5,7,-1,7,-6,-2
COc1ccc(S(=O)(=O)N2CCCCC2)cc1C(=O)N1CCCC1,-5,-2,-9,1,9,-1,5,10,1
Cc1ccc(-n2ncc3c(NCC4CCCO4)ncnc32)c(C)c1 (stereo unspecified),-1,1,2,3,-10,-4,-18,-6,5
CN(C)CCCN(C(=O)CCOc1ccccc1)c1nc2c(F)cccc2s1,-11,7,-10,3,5,-4,8,8,4
Cc1cc(=O)n2nc(N3CCCC(C(=O)NCCc4ccccc4)C3)sc2n1 (stereo unspecified),-3,2,-8,2,8,-5,-6,-2,12
N#Cc1c(NC(=O)C2CC(c3c(F)cccc3Cl)=NO2)sc2c1CCC2 (stereo unspecified),0,-1,0,1,-9,-8,-2,-2,1
COc1ccccc1OCc1nnc(SCC(=O)NCc2ccco2)n1-c1ccccc1,3,5,1,2,10,-4,-16,-5,10
c1ccc(-n2cnc3ccccc32)nc1,-3,14,-16,0,11,-4,-5,-3,0
CC[C@H]1C/C=C\Cc2ccccc2[C@H](C(=O)C[C@@H](O)CC(C)=O)OC1=O,2,-8,-3,1,1,-6,-6,-2,3
CC(=O)N(C)N1c2ccccc2CCc2ccccc21,-4,13,-5,1,14,-4,-2,-5,3
O=[N+]([O-])c1ccc2nc(SCc3cn4cc(Cl)ccc4n3)[nH]c2c1,-2,2,-17,1,4,-8,9,-5,4
CCn1c(SCC(=O)N/N=C/C(C)=C/c2ccco2)nnc1-c1ccccc1,-3,-1,5,0,5,-5,-3,1,7
CCOc1ccc(-n2ccc(=O)c(C(=O)Nc3ccc(S(=O)(=O)Nc4ncccn4)cc3)n2)cc1,-3,9,-6,0,6,-1,2,-4,2
O=c1c(Cl)c(N2CCN(c3ccc(F)cc3)CC2)cnn1-c1nc2ccccc2s1,0,4,-9,1,11,-5,-5,-3,0
CC1CCN(CC(=O)Nc2ccccc2C(=O)c2ccccc2)CC1,-4,7,-1,-2,2,-12,7,1,13
Cc1ccccc1NC(=O)CSC(N)=O,2,10,-10,2,4,-1,-8,-1,18
CCN(CC(=O)NCc1cccs1)C(=O)c1ccc(S(=O)(=O)N(C)C)cc1,0,-9,-2,1,10,-8,-8,12,2
CN(C)S(=O)(=O)c1ccc(NC(=O)c2cccnc2)cc1,-2,-8,3,3,5,-4,-15,2,4
Cc1ccc(Cl)cc1N1CCN(C(=O)C2CCCN(S(=O)(=O)c3cnc[nH]3)C2)CC1 (stereo unspecified),1,2,-4,4,4,-3,-7,-2,1
CC(C)OC(=O)c1cc2c(ccn2C)n1CC(=O)N1CCC(Cc2ccccc2)CC1,-7,3,11,1,1,-1,5,-12,2
COc1ccc(NC(=O)CSc2nnc3c4c(nc(-c5ccccc5)n23)CC(C)(C)OC4)cc1,-1,-1,-5,2,8,-8,-1,-1,2
N/C(=N\OC(=O)CCCN1C(=O)c2ccccc2C1=O)c1ccc(Cl)cc1,0,2,-2,0,0,-3,-7,2,-1
CC(C)(C)NC(=O)C(=O)NNC(=O)c1ccccc1Br,1,10,-8,0,7,-5,7,4,0
O=C(CC1NC(=O)NC1=O)NC1(C(=O)NC2CCCCC2)CCCCC1 (stereo unspecified),-4,-2,-10,0,4,-3,11,-8,8
Cc1ccc(S(=O)(=O)NC(=O)Nc2ccc(Cl)cn2)cc1,2,4,-10,2,6,0,-5,-3,8
O=C(N1CCOCC1)C1(c2ccccc2)CCCCC1,-6,2,-9,0,8,-2,2,-15,2
COc1ccc(-c2csc3ncnc(N4CCN(c5ccccc5O)CC4)c23)cc1,-2,17,11,8,-2,-2,-5,-13,.
COc1ccc(C2CC(c3cccs3)=NN2C(=O)c2ccc(Br)o2)cc1 (stereo unspecified),-3,-7,0,1,10,-3,-8,-1,0
Cc1ccc(C(=O)Nc2cccc(NC(=O)c3cccs3)c2)c(C)c1,-7,4,9,6,-3,-6,4,-3,3
CCOc1cccc2cc(C(N)=O)c(=N)oc12,-2,8,-15,1,15,4,-3,3,4
COc1cccc(NC(=O)Cc2c(O)c3ccccc3[nH]c2=O)c1,0,-3,-13,0,9,-1,-2,-2,11
CCCCOc1c(Cl)cc(CNC(C)(C)CO)cc1OCC,-6,11,6,4,1,-7,9,-6,1
O=C(O)Cn1c(=O)c2c3c(sc2n(Cc2ccc(Cl)cc2Cl)c1=O)CCCC3,-2,-11,-6,1,9,0,-4,-2,2
Cc1cc(C)cc(C(=O)Oc2coc(CSc3nnc(NC(=O)C4CC4)s3)cc2=O)c1,-3,-5,4,0,0,-4,-9,5,1

# Part of the list above, with each value named.
COc1ccc(NC(=O)CSc2nnc3c4c(nc(-c5ccccc5)n23)CC(C)(C)OC4)cc1
  CHRM5 agonist: -1
  CHRM5 antagonist: -1
  CHRM1 antagonist: -5
  M4 ag: 2
  M1 PAM: 8
  CHRM1 agonist: -8
  M4 antag: -1
  M5 PAM: -1
  TAAR1 agonist: 2

N/C(=N\OC(=O)CCCN1C(=O)c2ccccc2C1=O)c1ccc(Cl)cc1
  CHRM5 agonist: 0
  CHRM5 antagonist: 2
  CHRM1 antagonist: -2
  M4 ag: 0
  M1 PAM: 0
  CHRM1 agonist: -3
  M4 antag: -7
  M5 PAM: 2
  TAAR1 agonist: -1

CC(C)(C)NC(=O)C(=O)NNC(=O)c1ccccc1Br
  CHRM5 agonist: 1
  CHRM5 antagonist: 10
  CHRM1 antagonist: -8
  M4 ag: 0
  M1 PAM: 7
  CHRM1 agonist: -5
  M4 antag: 7
  M5 PAM: 4
  TAAR1 agonist: 0

O=C(CC1NC(=O)NC1=O)NC1(C(=O)NC2CCCCC2)CCCCC1 (stereo unspecified)
  CHRM5 agonist: -4
  CHRM5 antagonist: -2
  CHRM1 antagonist: -10
  M4 ag: 0
  M1 PAM: 4
  CHRM1 agonist: -3
  M4 antag: 11
  M5 PAM: -8
  TAAR1 agonist: 8

# Other compounds:
molecule,CHRM5 agonist,CHRM5 antagonist,CHRM1 antagonist,M4 ag,M1 PAM,CHRM1 agonist,M4 antag,M5 PAM,TAAR1 agonist
COc1cc2c(cc1OC)CN(c1ccc(C(N)=O)cc1[N+](=O)[O-])CC2,6,3,4,9,-1,2,-2,-10,7
CC(C)CCNC(=O)NC(=O)CSc1ncccn1,-2,-2,13,3,-11,-3,3,-1,4
CN(C(=O)Nc1ccccc1)C1CCCCC1,-1,13,5,13,-5,-2,1,-13,0
CCOC(=O)C1(CCc2ccccc2)CCN(Cc2ccccn2)CC1,-2,10,14,21,-20,-10,-6,-21,7
Cc1csc2nc(COC(=O)c3ccc(Cl)c([N+](=O)[O-])c3)cc(=O)n12,1,10,-11,1,12,-3,-2,1,1
Cc1ccc(-n2nc3c(c2NC(=O)c2ccccc2Br)CS(=O)C3)cc1 (stereo unspecified),2,2,-15,0,11,-1,5,2,1
Cc1ccc2c(c1)NCCO2,3,2,-8,2,4,0,5,3,2
CCCc1cc(=O)oc2c(C)c(OCC(=O)NCCCn3ccnc3)ccc12,-7,2,-7,2,12,-5,12,4,0
CN(C)c1ccc(NC(=O)COC(=O)c2ccc3c(c2)OCO3)cc1,3,14,-5,0,0,-4,1,-7,2
COC(=O)CCc1sc(Nc2ccc(Br)cc2)nc1-c1ccc(OC)cc1,-3,10,-2,0,-1,-11,7,-5,2
COc1cc(C(=O)N2CCN(C3CCC(C)CC3)CC2)cc(OC)c1OC (stereo unspecified),-1,-1,-20,0,14,-8,-10,3,0
Cc1ccc(NC(=S)NCCN(C2CCCCC2)C2CCCC2)cc1C,-17,1,17,4,-13,-6,5,-8,2
CSCCC(NC(=O)c1ccco1)C(=O)NNC(=O)c1n[nH]c(=O)c2ccccc12 (stereo unspecified),0,5,-1,0,5,-4,-4,-1,1
FC(F)(F)c1ccc(Cl)c(Nc2nnc(-c3ccncc3)s2)c1,2,0,-6,1,4,-1,-7,3,4
CC(=O)N1c2ccc(S(=O)(=O)N3CCC(C(=O)N4CCN(c5cccc(C(F)(F)F)c5)CC4)CC3)cc2CC1C (stereo unspecified),0,18,22,15,-3,-2,20,-8,2
COc1ccc(C(=O)N2CC3(C)C4CCC3(C)C2(C#N)C4)cc1OC (stereo unspecified),0,8,3,1,6,0,-2,-2,2
Cc1cccnc1NC(=O)c1cccc(S(=O)(=O)N2CCCC2)c1,4,-2,-11,1,6,-2,-8,2,1
CC(C)CCNC(=O)C(c1ccc(O)cc1)N(Cc1cccs1)C(=O)C1COc2ccccc2O1 (stereo unspecified),-3,26,13,8,-8,-9,3,-18,5
COc1ccc(C2NC(=O)NC(C)=C2C(=O)Nc2cc(C)ccc2C)cc1OC (stereo unspecified),3,1,-6,1,12,0,11,3,13
COc1ccc(-c2noc(CCCC(=O)Nc3cccnc3)n2)cc1OC,7,4,10,11,-5,-2,-1,-10,0
CC1(C)Cc2c(sc(N)c2C#N)C(C)(C)N1,0,4,-10,1,10,-4,5,2,0
CC1CCCN(C(=O)COC(=O)C2CCN(S(=O)(=O)c3ccc(Cl)c(C(F)(F)F)c3)CC2)C1 (stereo unspecified),1,0,-10,1,12,-1,-8,4,2
COc1ccc(C(=O)NNS(=O)(=O)c2ccc(C)cc2)cc1,-4,0,0,0,3,-11,10,0,0
